GPR55 antagonists: inhibition of LPI-stimulated GPR55 beta-arrestin translocation – imaging, U2OS, beta-arrestin-GFP, LPI agonist, primary screen (AID 2013) | U2OS GPR55 beta-arrestin-GFP translocation imaging, LPI antagonism; higher % means a stronger effect | inhibition, % at 10 µM; hits with a dose series show IC50 in µM | 290,000 tested, 0.13% active;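 active = spots per cell inhibited over 60%, with over 100 cells counted and total cytoplasm intensity under 500,000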;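 note: U2OS cells stably carrying GPR55 and arrestin-GFP stimulated by 5 µM LPI near EC80; imaged beta-arrestin-GFP aggregate spots per cell after agonist stimulation; plate controls were LPI-stimulated DMSO wells for no effect and DMSO wells without LPI for full effect; some results filed as inactive read as strong as hits; confirmed hits need IC50 under 10 µM and bright autofluorescent wells are also inconclusive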
GPR55 beta-arrestin: selective activators of receptor GPR55 – imaging, U2OS cells, beta-arrestin-GFP redistribution, primary screen (AID 1961); 290,000 tested, 0.048% active; one-dose activation, % at 10 µM; EC50 in µM for titrated hits; U2OS GPR55 beta-arrestin-GFP redistribution imaging; higher % means a stronger effect;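 active = activation above 40% with more than 50 cells counted in the well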;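 note: U2OS osteosarcoma cells stably expressing GPR55 and beta-arrestin-GFP; plate controls were DMSO negative control for no effect and LPI positive control for full effect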
Hep lipid drop: hepatic lipid droplet formation modulation; AML12 mouse hepatocytes, oleate lipid droplets, BODIPY imaging; inhibition, % at 6.5 µM; 240,000 tested, 0.4% active; AID 1656;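 active = lipid droplet intensity inhibited by at least 50%, with more than 500 cells counted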
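Material – AML12 mouse liver cells · Also added – oleate loading, 100 µM · Compound dosing – 6.5 µM single-point dosing · Times – overnight treatment with compound plus oleate · Measured by – fluorescence imaging, 20x objective, two fields per well · Read-out – percent inhibition of filter-corrected integrated lipid droplet intensity per well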
Large T inhibition: TAg ATPase/helicase activity blockers – biochemical (AID 1903). SV40 large T antigen ATPase/helicase inhibition assay; higher % means a stronger effect. inhibition, % at 20 µM; hits with a dose series show IC50 in µM. 310,000 tested, 0.39% active; in the data active = a potency from the dose series; note: strong numbers were not always called active
GPR35 arrestin U2OS: inhibition of zaprinast-stimulated GPR35 beta-arrestin translocation – imaging, U2OS, beta-arrestin-GFP, zaprinast agonist, primary screen (AID 2058); 290,000 tested, 0.052% active; U2OS GPR35 beta-arrestin-GFP translocation imaging, zaprinast antagonism; higher % means a stronger effect; inhibition, % at 10 µM, or IC50 in µM where a hit was titrated;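 active = inhibition of at least 50% with at least 30 cells and total cytoplasm GFP at most 10,000,000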
LYP phosphatase: inhibitors of LYP phosphatase, biochemical, fluorescence intensity, uHTS (AID 1779) | recombinant LYP phosphatase, fluorescence intensity; higher % means a stronger effect | one-dose inhibition, % at 11.5 µM; IC50 in µM for titrated hits | 290,000 tested, 0.054% active; in the data active = inhibition above about 50%;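 note: plate controls were vehicle with enzyme for no effect and no enzyme for full effect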
T cell modulator: modulates CD8 T cell binding to vesicles; AID 2052; 2C CD8+ T cell-vesicle binding, flow cytometry; hits give low values; calls only at 7 µM; 330,000 tested, 0.068% active;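 active = response, share of CD8 T cells binding vesicles, and their 90th percentile fluorescence all below set limits, cut at about 80% in these data, passing the limit was not always enough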
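Test system: purified 2C TCR transgenic mouse naive CD8+ T cells. Probe or stimulus: QL9-peptide-loaded Drosophila micro-vesicles bearing Ld, ICAM-1 and B7-1. Incubation: binding step 1.5 h, 37 °C, antibody labelling 20 min, ice. Measured by: flow cytometry of vesicle-bound cells.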
Rac1 GTP hydrolysis: MgcRacGAP GTPase-activating activity inhibitors, confirmation, biochemical, ADP Hunter fluorescence; inhibition, % at 30 µM, or IC50 in µM where a hit was titrated; 340,000 tested, 0.6% active; MgcRacGAP-stimulated Rac1 GTP hydrolysis, ADP Hunter fluorescence; higher % means a stronger effect; GST-tagged Rac1 F28L mutant substrate;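 active = first-screen hits whose inhibition reached a set limit at any dose in the follow-up dose series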;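 note: fluorescence reports GDP produced by GAP-driven GTP hydrolysis; strong numbers were not always called active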
NTR1 agonist: agonists of NTR1, primary screen, imaging, U2OS cells, beta-arrestin-GFP, high content (AID 493036); P30989; NTR1-U2OS beta-arrestin-GFP spot imaging, agonist mode; activation, % at 20 µM; 330,000 tested, 0.17% active;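 active = activation at or above 40% of the spot to cytoplasm intensity ratio, with at least 20 cells analyzed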;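 note: 0% = DMSO without peptide and 100% = 100 nM NTR1 peptide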
Target sequence (P30989 whole entry, looked up): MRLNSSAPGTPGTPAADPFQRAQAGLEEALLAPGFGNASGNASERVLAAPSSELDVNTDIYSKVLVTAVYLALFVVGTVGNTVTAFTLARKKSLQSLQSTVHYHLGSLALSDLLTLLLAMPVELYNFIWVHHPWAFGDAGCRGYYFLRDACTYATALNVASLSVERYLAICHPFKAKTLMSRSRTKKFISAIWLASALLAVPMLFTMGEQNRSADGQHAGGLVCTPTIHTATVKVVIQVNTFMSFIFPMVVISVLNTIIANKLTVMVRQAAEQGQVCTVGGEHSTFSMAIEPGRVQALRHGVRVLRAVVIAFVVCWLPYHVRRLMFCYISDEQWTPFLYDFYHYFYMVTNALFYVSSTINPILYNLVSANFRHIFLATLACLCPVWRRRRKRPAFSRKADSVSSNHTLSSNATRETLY
Hep lipid drop cells 6.5 µM: second read-out of Hep lipid drop, no call of its own (marks repeat the call); cell count; measured here: cell count, cytotoxicity flag;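 cells counted across two imaged fields per well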
T cell modulator vesicle-bound %: further read-out of T cell modulator, marked with its call; double positive events, %; measured here: CD8+ vesicle-bound cell fraction;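 binding gate set so that unloaded-vesicle control wells show 10% double positive cells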
NTR1 agonist cell count 20 µM: further read-out of NTR1 agonist, marked with its call; cell count; measured here: cell count, cytotoxicity flag
The depositor's hits bear a star; i = inactive; / = not tested or not shown. This is a random part of the collection; overall some 1.8% were active at least once.

SMILES | GPR55 antagonists | GPR55 beta-arrestin | Hep lipid drop | Hep lipid drop cells 6.5 µM | Large T inhibition | GPR35 arrestin U2OS | LYP phosphatase | T cell modulator | T cell modulator vesicle-bound % | Rac1 GTP hydrolysis | NTR1 agonist | NTR1 agonist cell count 20 µM
CCOC(=O)C(CC)/C(C)=N\NC(=O)CCC(=O)Nc1ccc(Cl)cc1Cl (stereo not given) | -6% | 0.3% | -1 | 586 | 5% | -8% | -2% | i | 52 | 3% | -0.4 | 43
CCCc1cc(C(=O)OC)c(NC(=O)CCC(=O)O)s1 | 1% | -0.1% | 1 | 677 | 3% | -22% | -3% | i | 44 | 7% | 0.0 | 88
CC1=CC(C)C2COC(c3ccc[n+](C)c3)C1C2C (stereo not given) | 14% | -0.3% | -17 | 628 | 19% | -11% | -6% | i | 47 | 4% | 0.6 | 74
O=C(NNC(=O)c1ccccc1Cl)c1ccncc1 | 2% | -0.2% | 15 | 618 | 9% | 4% | -3% | i | 51 | -1% | -1.8 | 69
Cc1ccc(C)c(S(=O)(=O)ON2C(=O)c3ccccc3C2=O)c1 | 0% | 1.8% | -1 | 619 | 22% | -12% | 2% | i | 48 | 12% | -0.9 | 76
CC(=O)c1nnn(-c2ccc([N+](=O)[O-])cc2C)c1C | -2% | -1.0% | -3 | 726 | 8% | -1% | -10% | i | 31 | -2% | 0.0 | 47
CNC(=O)COc1ccc(S(=O)(=O)Nc2ccccc2)cc1 | 3% | 0.1% | -4 | 757 | 15% | 6% | -10% | i | 30 | -1% | 0.9 | 45
S=C(NCCc1ccccc1)NCCN1CCOCC1 | -12% | -0.1% | / | / | 5% | 12% | -9% | i | 57 | -2% | 0.7 | 60
CCOC(=O)C1=C(C(F)(F)F)Nc2ncnn2C1c1cc(OC)c(OC)cc1OC (stereo not given) | -5% | -0.2% | 11 | 685 | 6% | -2% | -6% | i | 41 | 5% | -1.3 | 57
COc1ccc(-n2c(Cc3cccn3C)nnc2SCC(=O)N2CCCC2)cc1 | 16% | 1.0% | 31 | 698 | 4% | -3% | -7% | i | 55 | -6% | 6.0 | 62
CCCn1c(SCC(=O)NC23CC4CC(CC(C4)C2)C3)n[nH]c1=O | 18% | -0.3% | / | / | 1% | 0% | -7% | i | 38 | 3% | -1.1 | 54
Cc1ccc2c(c1)nc(NCCCO)n2C | 18% | -0.1% | -1 | 823 | 9% | -4% | -2% | i | 27 | 9% | 0.2 | 63
CN1C(=O)N(c2nnc(C(C)(C)C)s2)C(=O)C1c1ccccc1 (stereo not given) | 8% | 0.3% | -10 | 676 | 7% | -19% | -6% | i | 35 | 2% | 6.2 | 64
O=C(N/N=C/c1ccc[nH]1)c1sc2ccccc2c1Cl | 2% | 0.3% | / | / | 8% | 7% | -2% | i | 18 | 6% | 1.4 | 75
N#Cc1c(-n2cccc2)cccc1-n1cccc1 | 13% | 0.2% | / | / | 10% | -3% | -4% | i | 39 | 2% | 1.1 | 74
CC(C)(C)C(=O)NC1CC2CCCC(C1)N2C(=O)Nc1ccccc1 (stereo not given) | 0% | -0.2% | -12 | 840 | 2% | 5% | -10% | i | 16 | 0% | -0.5 | 62
COc1ccc(C(=O)NC(Cn2ccnc2)C(C)(C)C)cc1OC1CCN(C(C)C)CC1 (stereo not given) | -2% | 0.4% | 10 | 728 | 5% | 14% | -8% | i | 15 | 5% | 0.2 | 43
Cc1ccc(NS(=O)(=O)c2ccc(OCC(=O)NCc3ccccn3)cc2)cc1 | -7% | 0.9% | -6 | 713 | -1% | 15% | -6% | i | 15 | 3% | 0.5 | 61
Cc1ccc(CN2CCN(CCCn3cccn3)CC2CCO)cc1 (stereo not given) | 4% | -0.2% | -9 | 654 | 3% | 7% | -2% | i | 44 | 11% | 0.6 | 71
CCC1Oc2ccc(C)cc2N(CC(=O)NCc2cc(OC)ccc2OC)C1=O (stereo not given) | 6% | -0.1% | -73 | 685 | 8% | 9% | -1% | i | 10 | 9% | 0.9 | 50
COc1ccccc1C(=O)COC(=O)CN1C(=O)NC2(CCCC2)C1=O | / | / | / | / | 11% | / | / | i | 31 | 7% | -0.5 | 72
COCCCNC(=O)CCS(=O)(=O)Cc1ccc(C)cc1 | 5% | -0.1% | / | / | 3% | -1% | -5% | i | 28 | 0% | 0.8 | 62
O=C(c1ccccc1F)N1CCN(c2cccc(C(F)(F)F)c2)CC1 | 6% | 0.2% | / | / | 2% | 2% | -10% | i | 22 | 2% | -0.3 | 69
CCc1ccc2[nH]c(=O)c(CN(Cc3ccc4c(c3)OCO4)C(=O)c3ccco3)cc2c1 | 14% | -2.1% | / | / | 5% | 3% | 1% | i | 31 | / | 2.0 | 37
Clc1cccc(OCCCCCN2CCOCC2)c1 | -1% | 0.8% | 0 | 833 | 9% | 15% | -6% | i | 14 | 10% | -0.3 | 63

3 structures already listed, sorted by number of heavy atoms, descending.
SMILES | GPR55 antagonists | GPR55 beta-arrestin | Hep lipid drop | Hep lipid drop cells 6.5 µM | Large T inhibition | GPR35 arrestin U2OS | LYP phosphatase | T cell modulator | T cell modulator vesicle-bound % | Rac1 GTP hydrolysis | NTR1 agonist | NTR1 agonist cell count 20 µM
CNC(=O)COc1ccc(S(=O)(=O)Nc2ccccc2)cc1 | 3% | 0.1% | -4 | 757 | 15% | 6% | -10% | i | 30 | -1% | 0.9 | 45
CCCc1cc(C(=O)OC)c(NC(=O)CCC(=O)O)s1 | 1% | -0.1% | 1 | 677 | 3% | -22% | -3% | i | 44 | 7% | 0.0 | 88
CC(=O)c1nnn(-c2ccc([N+](=O)[O-])cc2C)c1C | -2% | -1.0% | -3 | 726 | 8% | -1% | -10% | i | 31 | -2% | 0.0 | 47

Later entries
SMILES | GPR55 antagonists | GPR55 beta-arrestin | Hep lipid drop | Hep lipid drop cells 6.5 µM | Large T inhibition | GPR35 arrestin U2OS | LYP phosphatase | T cell modulator | T cell modulator vesicle-bound % | Rac1 GTP hydrolysis | NTR1 agonist | NTR1 agonist cell count 20 µM
NC(=O)CC(NC(=O)Cc1ccc(Cl)cc1)c1ccc(NC2CCN(Cc3ccccc3)CC2)c([N+](=O)[O-])c1 (stereo not given) | 1% | 0.2% | 0 | 810 | -1% | 0% | -12% | i | 28 | 6% | 1.1 | 91
CC(O)CNCCCOc1ccccc1OCc1ccccc1 (stereo not given) | 3% | -0.2% | -37 | 700 | 20% | -7% | -3% | i | 54 | 30% | 0.0 | 52
O=C(O)c1cccc(NC(=O)c2ccccc2NC(=O)c2ccco2)c1 | -2% | -0.2% | -3 | 807 | 13% | 7% | -2% | i | 43 | 1% | 3.0 | 75
CCN(CC)S(=O)(=O)c1ccc(-c2cc(C(=O)OC)sc2C(F)(F)F)cc1 | 8% | 1.5% | -5 | 704 | 12% | -4% | 0% | i | 37 | / | 2.4 | 51
Cc1cc(C)c(S(=O)(=O)Nc2cc(C)on2)c(C)c1 | 10% | -0.1% | -6 | 841 | 13% | 6% | 0% | i | 28 | 6% | 0.4 | 50
C=CCOc1ccc(CNc2ccc3[nH]c(=O)[nH]c3c2)cc1OC | -13% | -0.5% | 1 | 688 | 14% | 8% | -7% | / | / | 6% | / | /
O=C(NC1CCOCC1)C1CCC(=O)N(Cc2cccc(C(F)(F)F)c2)C1 (stereo not given) | 6% | -0.2% | 5 | 776 | 6% | 4% | -12% | i | 20 | 7% | 0.0 | 60
COc1ccc(-c2cccc(C(=O)Nc3ccc(OC)c(OC)c3)c2)cc1 | -3% | -0.1% | / | / | 3% | 0% | -6% | i | 33 | 6% | -0.1 | 43
COc1ccccc1NC(=S)N1CCN(c2cccc(C)c2C)CC1 | 4% | 0.0% | -11 | 779 | -5% | -4% | 0% | i | 18 | 12% | 1.3 | 61
CC(=O)c1cccc(NC(=S)NCCCCc2ccccc2)c1 | 0% | -0.2% | 5 | 695 | -3% | -17% | 2% | i | 44 | 0% | 1.6 | 62
Cc1ccc(C)c(OCC(O)CN2CCC(Cc3ccccc3)CC2)c1 (stereo not given) | 3% | 0.4% | 2 | 609 | 3% | -7% | -10% | i | 18 | 7% | 3.6 | 55
Cc1cc2nc(C3CCN(Cc4nnnn4Cc4ccccc4)CC3)[nH]c2cc1C | 8% | 0.2% | / | / | 6% | -1% | -8% | i | 2 | 14% | 0.5 | 53
O=C(N=C1SC2CS(=O)(=O)CC2N1c1ccccc1C(F)(F)F)C1CCCO1 (stereo not given) | 11% | -0.1% | 6 | 755 | 4% | 6% | 1% | i | 4 | 2% | 0.5 | 69
CCSc1nnc2c(n1)OC(c1ccc(C(=O)O)cc1)N(C(C)=O)c1ccccc1-2 (stereo not given) | -1% | -0.1% | / | / | -8% | -15% | -3% | i | 64 | -1% | -0.3 | 53
CCOc1ccc(NC(=O)CSc2nncc(=O)n2N)cc1 | 12% | -0.2% | 13 | 862 | 16% | 7% | -7% | i | 55 | 3% | 0.5 | 82
CCOc1cc(C(=O)NCCN2CCOCC2)cc(OCC)c1OCC | 3% | -0.1% | -2 | 710 | -1% | 5% | 2% | i | 19 | -4% | 0.0 | 38
NNc1ncnc2c1cnn2-c1ccccc1 | 0% | -0.2% | 0 | 752 | 4% | -4% | 1% | i | 25 | 14% | 3.3 | 37
COc1ccc(S(=O)(=O)N2CN(CCc3ccc(OC)c(OC)c3)c3nc4ccccc4nc32)cc1 | 16% | 0.1% | -65 | 603 | 6% | 1% | -2% | i | 51 | 7% | 0.4 | 49
COc1ccc(S(=O)(=O)Nc2cc([N+](=O)[O-])ccc2OC)cc1 | -4% | -0.2% | -4 | 608 | 13% | 15% | 0% | i | 42 | 4% | 0.1 | 66
O=C(CCN1C(=O)/C(=C\c2ccccc2Cl)SC1=S)N1CCN(c2ccccc2)CC1 | -6% | 0.2% | / | / | 25% | 8% | 1% | i | 34 | 11% | 5.2 | 68
Cc1ccc(S(=O)(=O)N2CCOCC2)cc1C(=O)NCc1ccc2c(c1)OCO2 | 13% | -0.3% | 7 | 672 | 1% | -6% | -1% | i | 21 | 5% | -0.3 | 76
O=[N+]([O-])c1ccc(Cl)c(C2Nc3cccc4cccc(c34)N2)c1 | -2% | 0.9% | / | / | 9% | -8% | -3% | i | 49 | 13% | 1.4 | 88
